PMI inhibition – human PMI inhibitors, high substrate, primary screen, biochemical, fluorescence intensity, high mannose 6-phosphate (AID 1220). inhibition, % at 20 µM, or IC50 in µM where a hit was titrated. 190,000 tested, 0.66% active. recombinant PMI enzyme, coupled fluorescence intensity; higher % means a stronger effect
b-catenin transl – beta-catenin nuclear translocation modulation; HeLa beta-catenin nuclear translocation, immunofluorescence imaging; nuclear translocation activity, % at 5 µM; 190,000 tested, 0.3% active;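 active = nuclear translocation activity above 50% at 5 µM, with a well cell count of 50 or more; inconclusive = wells under 50 cells across six images, flagged as toxic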;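 also: per-cell ratio of nuclear to cytoplasmic median beta-catenin stain intensity; plate controls were DMSO negative control for no effect and GSK-3 inhibitor IX positive control for full effect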
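Read-out: Nuclear/cytoplasmic beta-catenin signal ratio, % activation | Assay system: Human HeLa cell line | Times: 24 h compound exposure at 37°C, 5% CO2 | Signal: Fluorescence imaging of beta-catenin antibody stain plus DAPI | Dosing: 5 µM primary, 0.02–20 µM confirmation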
Autophagy HCS – alters autophagy in cells | MEF GFP-LC3 puncta imaging; test concentration mostly 10 µM | calls only at 10 µM (by protocol) | 190,000 tested, 0.98% active | AID 463193;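 active = percentage of spot-positive cells more than 3 SD above its plate mean, without a fluorescence outlier flag or 80% toxicity; inconclusive = no clear call, values can overlap the other calls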;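 also: spot-positive cell cutoff set from DMSO-treated cells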
Insulin prom up – MIN6 insulin promoter up-regulation; z-score at 5 µM; MIN6 insulin promoter-GFP reporter, high-content imaging; stronger effect = higher value; 190,000 tested, 0.3% active;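 active = z-score above 3 at 5 µM with at least 500 cells counted in the well; inconclusive = wells under 500 cells, flagged as cytotoxic or low count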
Yfh1-off respiration – enhancers of respiration in Yfh1-depleted yeast, dose response, Friedreich's ataxia, plus single-dose screen (AID 1465). one-dose fold induction at 50 µM; EC50 in µM for titrated hits. 220,000 tested, 0.074% active. S. cerevisiae Yfh1-off respiration, WST-1 reduction, 72 h; higher fold induction means a stronger effect;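 active = fold induction of absorbance versus untreated yeast above a set limit, then at least 30% activation at any dose in follow-up; inconclusive = repeats straddling the limit, or above it without dose testing; inactive = fold induction below the set limit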;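 also: activators that raise dye reduction in frataxin-depleted yeast; strong numbers were not always called active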
PMI inhibitors – inhibitors of human PMI, primary screen, biochemical, fluorescence intensity, coupled assay (AID 1209). purified PMI enzyme, coupled fluorescence intensity; higher % means a stronger effect. inhibition, % at 20 µM, or IC50 in µM where a hit was titrated. 190,000 tested, 0.42% active;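 also: plate controls were DMSO vehicle for no effect and wells lacking substrate for full effect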
Dynein cargo inh – blocks dynein driven cargo transport along microtubules; 3617.4 mouse cells, GR-EGFP nuclear translocation imaging; test concentration mostly 20 µM; stimulated with dexamethasone, 1 µM; stronger effect = lower value; z-score, hits read low; 220,000 tested, 0.47% active;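 active = plate z-score of nuclear minus cytoplasmic receptor signal below a set negative limit, without overly bright fluorescence or cell loss, cut at about -3.5 in these data, passing the limit was not always enough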;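 also: z-score of nuclear minus cytoplasmic ring GR-EGFP intensity difference per well; some compounds called inactive have numbers as strong as hits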
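Schedule: 48 h induction, then 1 h compound, then 30 min agonist, 37 °C. Buffer or medium: tetracycline-free induction medium containing charcoal-stripped FBS. Reagent: 1.0 µM final dexamethasone stimulus. Evaluation: nuclear versus cytoplasmic GR-EGFP signal, averaged per well. Signal: high-content fluorescence imaging after fixation.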
MT stabilize HCS – stabilizes microtubules in HeLa cells | HeLa tubulin immunostaining HCS, 24 h; share of cells brighter than vehicle mean+2SD | % tubulin-high responders, % at 10 µM | 200,000 tested, 0.83% active;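 active = plate Z-score above 3 for both tubulin-high and condensed-nucleus cell shares, with cell loss under 80%, at 10 µM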;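 also: anti alpha tubulin signal scored within the nucleus-defined area of each cell; some results filed as inactive read as strong as hits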
WT yeast gro inh – growth inhibition of WT yeast, mitochondrial fusion screen | 190,000 tested, 2.1% active | mitochondrial fusion phenotypic screen, WT strain | inhibition, % at 10 µM | AID 1362; in the data active = inhibition above about 58%; tested in S. cerevisiae
WT yeast gro inh mutant strain – second read-out of WT yeast gro inh, no call of its own (marks repeat the call); inhibition, %; mitochondrial fusion phenotypic screen, mutant strain inhibition
Dynein cargo inh cytoplasmic EGFP – second read-out of Dynein cargo inh, no call of its own (marks repeat the call); z-score; measured here: cytoplasmic GR-EGFP intensity; stronger effect = higher value
Dynein cargo inh nuclear GR-EGFP – recorded beside Dynein cargo inh, whose call it bears; z-score; measured here: nuclear GR-EGFP intensity;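 lower value marks the stronger effect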
Dynein cargo inh cell count – second read-out of Dynein cargo inh, no call of its own (marks repeat the call); z-score; measured here: cell count per field
Insulin prom up cell count – recorded beside Insulin prom up, whose call it bears; cell count; measured here: cytotoxicity, nuclei count;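 total cells summed across four imaged fields per well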
b-catenin transl cell count 5 µM – recorded beside b-catenin transl, whose call it bears; cell count; measured here: cell count, cytotoxicity flag
MT stabilize HCS Hoechst-high % – also measured in MT stabilize HCS; calls as there; % Hoechst-high responders; measured here: nuclear condensation Hoechst responders;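 share of cells brighter than vehicle mean plus two SD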
MT stabilize HCS cytotoxicity % – recorded beside MT stabilize HCS, whose call it bears; toxicity, %; measured here: cytotoxicity by cell density;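 0% = mean cell density of plate MIN control wells and 100% = no cells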
Autophagy HCS cell loss 18 h – second read-out of Autophagy HCS, no call of its own (marks repeat the call); toxicity, %; measured here: cell loss, nuclei count;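 cell loss after 18 h compound exposure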
Active calls of the source: *; i = inactive; ? = inconclusive; . = not tested or not shown. Rule as the data show it, unless noted: active = inhibition above about 50%; inactive = the rest.

SMILES | PMI inhibition | b-catenin transl | b-catenin transl cell count 5 µM | Autophagy HCS | Autophagy HCS cell loss 18 h | Insulin prom up | Insulin prom up cell count | Yfh1-off respiration | PMI inhibitors | Dynein cargo inh | Dynein cargo inh cytoplasmic EGFP | Dynein cargo inh nuclear GR-EGFP | Dynein cargo inh cell count | MT stabilize HCS | MT stabilize HCS Hoechst-high % | MT stabilize HCS cytotoxicity % | WT yeast gro inh | WT yeast gro inh mutant strain
CCCC(=O)Nc1cc(-c2nn(C)c(=O)c3ccccc23)ccc1OC | 3% | -0.8 | 1175 | i | 14 | 0.12 | 1265 | i | -6% | 2.1 | -0.18 | 1 | -1.7 | 6.0 | 4.6 | 8.7 | -10 | -7
O=C(CCl)N(c1ccccc1)C1CCCCC1 | -23% | 2.6 | 924 | ? | . | -5.8 | 568 | i | -32% | -0.87 | -0.21 | -0.66 | 0.44 | 3.8 | 1.3 | 16 | -5 | 2
COc1ccc(N2C(=O)[C@@H]3[C@H](C2=O)[C@H](C(C)=O)N2c4ccccc4C=C[C@@H]32)cc1 | . | 0.0 | 1366 | . | . | 0.4 | 1118 | i | . | 0.26 | -0.11 | 0.14 | 0.066 | . | . | . | . | .
CCO[C@H]1OC(C(=O)O)=C[C@@H](C2CCCCC2)[C@@H]1CCCO | -8% | -3.0 | 1206 | i | 7 | -0.59 | 1342 | i | 0% | -0.099 | -0.24 | 0.23 | 0.31 | 2.0 | 1.1 | 2.3 | -32 | -26
CC(=O)c1cccc(NS(=O)(=O)c2ccc(N/C=C\C(=O)c3ccc(C)cc3)cc2)c1 | -4% | 0.0 | 805 | i | 12 | -1.4 | 730 | i | 3% | 0.2 | -0.24 | 0.46 | 1.5 | 2.1 | 1.8 | 5.7 | -4 | -15
COc1ccc(N2CCN(C(=O)Cn3cnc4c(cnn4-c4ccccc4)c3=O)CC2)cc1 | -2% | -1.2 | 1036 | i | 8 | -0.98 | 1246 | i | -3% | 1.5 | -0.23 | 1 | -0.26 | 1.8 | 1.0 | 3.8 | 0 | 13
COc1cc(O)c(C(CCN2CCCCC2)c2ccc3c(c2)OCO3)c(OC)c1 (stereo unspecified) | . | -1.7 | 1234 | . | . | -0.17 | 1026 | i | . | -0.3 | -0.73 | -0.051 | 0.22 | . | . | . | . | .
Cc1nnc(SC(C)C(=O)Nc2ncc(Cl)cc2Cl)n1Cc1ccccc1 (stereo unspecified) | -22% | -2.2 | 720 | i | -4 | 0.88 | 1173 | i | -12% | 2.5 | -0.12 | 1.3 | -0.66 | 3.2 | 1.9 | 9.5 | 17 | 22
CCn1c(SCC(=O)O)nnc1-c1ccccc1OC | . | -0.5 | 1530 | i | 19 | -0.82 | 1526 | i | . | 0.013 | -0.18 | 0.19 | -0.47 | 1.2 | 1.3 | 11 | 2 | -20
CN1CCN(C(=O)c2ccc(COc3ccc(C(C)(C)C)cc3)o2)CC1 | 12% | -1.7 | 1414 | i | 0 | 0.01 | 1480 | i | 12% | 0.2 | -0.22 | -0.53 | 0.29 | 2.1 | 1.5 | 0.2 | 51 | 6
Cc1cc(F)ccc1S(=O)(=O)Nc1ccccc1C(=O)Nc1ccccc1N1CCOCC1 | -2% | -0.9 | 1285 | i | -3 | 0.38 | 1621 | i | 5% | 0.62 | -0.2 | 0.27 | 0.46 | 2.1 | 1.5 | 8.8 | 56 | 22
CC(=O)N(C)c1ccc(OCC(O)Cn2c(C)nc3ccccc32)cc1 (stereo unspecified) | -2% | -0.7 | 1074 | i | 20 | 0.27 | 893 | i | -7% | 0.99 | -0.1 | 0.52 | -1 | 2.7 | 2.3 | 3.6 | 9 | -5
COc1ccc(C(c2nnnn2Cc2cccs2)N2CCC(C(N)=O)CC2)c(OC)c1 (stereo unspecified) | -10% | 1.6 | 774 | i | 8 | -0.96 | 1454 | i | -2% | -1 | -0.17 | -0.28 | 0.45 | 2.8 | 2.0 | 4.6 | -9 | -10
O=C(/C=C/c1ccccc1Cl)c1cccnc1 | 11% | . | . | i | -6 | 0.89 | 836 | i | 13% | -4.2* | 1.3* | -2.5* | 0.092* | 1.2 | 1.3 | 2.4 | 19 | 31
COc1ccc2[nH]c(C)c(CCN3C(=O)C4C5C=CC(C5)C4C3=O)c2c1 (stereo unspecified) | 18% | 1.5 | 1176 | i | 10 | -0.56 | 998 | . | 3% | -0.37 | -0.078 | -0.086 | -0.14 | 4.2 | 2.6 | 2.6 | 8 | 10
COc1ccc(NC(=O)C2CCN(C(=O)c3cccs3)CC2)cc1 | -11% | 0.2 | 1086 | i | 5 | 0.79 | 898 | i | 5% | 0.36 | -0.19 | 0.51 | 0.33 | 3.1 | 2.8 | 4.0 | -20 | -21
O=S(=O)(NC1=NCCCCC1)c1cccs1 | 6% | -3.1 | 974 | i | 36 | 0.75 | 1416 | i | 9% | -0.44 | -0.31 | -0.04 | -0.26 | 4.5 | 3.6 | 5.5 | 16 | -1
CCCCn1c(N)c(Sc2ccc(C)cc2)c(=O)[nH]c1=O | -3% | -0.3 | 940 | i | 10 | 0.33 | 1235 | i | -4% | -1.4 | -0.21 | -0.56 | 0.71 | 4.4 | 2.1 | 5.9 | -4 | 4
CCN(CC)C(=O)C(=O)Nc1ccc(OC)c(Cl)c1 | -6% | -2.6 | 1011 | i | 3 | -1.5 | 1695 | i | -4% | -0.15 | 0.038 | 0.57 | 0.2 | 2.7 | 0.9 | 4.7 | -18 | -11
CCOc1ccccc1NC(=O)Nc1cc(S(=O)(=O)N(C)C)ccc1C | . | -1.0 | 1082 | . | . | 0.17 | 1354 | i | . | 1.1 | -0.23 | 0.38 | -0.14 | . | . | . | . | .
COc1ccc(C(=O)Nc2ccccc2C(=O)N/N=C/c2ccncc2)cc1OC | . | -0.2 | 1364 | . | . | -0.67 | 1054 | i | . | 0.46 | -0.29 | -0.19 | 0.2 | . | . | . | . | .
O=C1c2ccccc2C(=O)N1CCCCN(C(=O)c1cccc([N+](=O)[O-])c1)c1ccc(Cl)cc1 | -8% | -1.1 | 1388 | i | 1 | 1.6 | 1496 | i | -7% | -0.11 | -0.2 | -0.22 | 0.71 | 1.7 | 1.8 | 4.5 | -11 | 61
COc1cc([N+](=O)[O-])ccc1NC(=O)CN1CCCC1 | -5% | -0.1 | 1544 | i | 7 | -0.07 | 1482 | i | -6% | -0.64 | -0.3 | -0.21 | 0.8 | 1.8 | 1.2 | 11 | 7 | 3
COc1ccc(OCC(O)CNC(=O)c2cccs2)cc1 (stereo unspecified) | . | 0.6 | 1306 | . | . | 0.14 | 1316 | i | . | 0.41 | -0.23 | 0.11 | -0.27 | . | . | . | . | .
O=C(Cn1cc2c(n1)CCCCC2)Nc1c(F)cc(F)cc1Br | . | 0.6 | 1237 | . | . | -0.16 | 1075 | i | . | -0.34 | -0.29 | 0.29 | 0.42 | . | . | . | . | .
Cc1ccc(S(=O)(=O)N2CCCC2CO)cc1 (stereo unspecified) | 11% | -0.4 | 831 | i | -11 | 0.4 | 1472 | i | 11% | -0.74 | -0.18 | -0.33 | 1.8 | 2.4 | 2.2 | 5.3 | -2 | 0
CCn1ncc(C2=NOC(C(=O)NCc3ccc(OC)cc3)C2)c1C (stereo unspecified) | -6% | 147* | 668* | i | -7 | -1.3 | 1444 | i | 0% | 1 | -0.016 | 1.4 | -0.61 | 18* | 61* | 33* | . | .
CCOC(=O)Nc1nnc(-c2ccccc2OC)s1 | 1% | 0.4 | 966 | i | -1 | . | . | i | -4% | -0.25 | -0.17 | 0.071 | 1.1 | 3.4 | 1.5 | 2.7 | 3 | -10
CC(C)C(=O)Nc1ccc(C(=O)NN2C(=O)c3ccccc3C2=O)cc1 | -1% | 0.5 | 1123 | i | 12 | 0.07 | 1379 | i | 4% | -0.24 | -0.2 | 0.26 | 0.21 | 0.9 | 2.1 | 6.4 | -16 | -5
O=C(Nc1ccc(F)cc1)C1CC(=O)n2cnnc2N1 (stereo unspecified) | -2% | -2.9 | 1146 | i | 10 | 0.13 | 1563 | i | 0% | -0.45 | -0.36 | -0.39 | 0.71 | 4.1 | 1.4 | 12 | 2 | -3
COc1ccc(N(C(C)C(=O)N2CCC(Cc3ccccc3)CC2)S(C)(=O)=O)cc1 (stereo unspecified) | 6% | 1.7 | 1420 | i | -6 | -2.1 | 1126 | i | 6% | -0.53 | -0.36 | -0.74 | 1.2 | 2.2 | 1.0 | 5.2 | 9 | -5
O=C(CCN1C(=O)C2C3C=CC(C3)C2C1=O)Nc1ccccc1F (stereo unspecified) | 8% | -1.4 | 1078 | i | 5 | -0.71 | 1811 | i | 14% | -0.82 | -0.47 | -0.65 | 1.5 | 4.4 | 2.5 | 8.7 | 8 | 0
